Screens as filed in PubChem.
CRFBP-R2 agonist = agonists of human CRF-binding protein/CRF-R2 receptor complex. actives 0.46% (n = 350,000). activation, % at 13.2 µM. AID 588473. HEK293 CRF-R2/CRF-BP, calcium dye fluorescence (FLIPR); percent of saturating CRF peptide response;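 active means activation of at least 50%, plus an integration ratio under a set limit after plate pattern correction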;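 further: plate controls were neutral control wells without compound for no effect and CRF at EC100 for full effect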
GalR3 antagonist = human GalR3 antagonism; HEK293 GalR3-CNG cAMP membrane potential fluorescence; galR3 body fused to GalR1 C-terminus; inhibition, % at 3 µM; actives 0.44% (n = 360,000);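 active means inhibition above the screen-wide average plus 3 SD, cut at about 13% in these data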;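 further: forskolin and galanin both at EC90 stimulate the cells; cAMP rise reported by CNG channel membrane potential dye signal; 0% = forskolin plus galanin with DMSO and 100% = forskolin alone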
pCIP destab = p/CIP protein destabilization; Q05BA5; F442A p/CIP-EGFP cells, EGFP fluorescence, 16 h; decrease of EGFP signal, % at 10 µM; actives 0.01% (n = 290,000); AID 1984;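 active means EGFP signal decrease of at least 30% at 10 µM or well 3 SD below plate mean, unless failing retest; inactive means the rest, including hits failing retest or dose response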; further: some compounds called inactive have numbers as strong as hits; many of its hits are not listed in these tables
CHRM4 PAM = positive allosteric modulators of human muscarinic M4 receptor | activation, % at 3 µM | actives 0.4% (n = 360,000) | CHO-K1 hM4/Gqi5, Fluo-8 calcium fluorescence, ACh EC20; 0% = ACh EC20, 100% = maximal ACh | P08173;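 active means activation above its plate's cutoff, the mean activation of sample wells plus 3 SD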; further: some results filed as inactive read as strong as hits
PHOSPHO1 inh = inhibitors of human PHOSPHO1 phosphatase | Q8TCT1 | recombinant PHOSPHO1, absorbance phosphatase assay | inhibition, % at 13.3 µM | actives 1.1% (n = 290,000); in the data active means inhibition above about 60%
Target sequence (Q8TCT1 whole entry, looked up): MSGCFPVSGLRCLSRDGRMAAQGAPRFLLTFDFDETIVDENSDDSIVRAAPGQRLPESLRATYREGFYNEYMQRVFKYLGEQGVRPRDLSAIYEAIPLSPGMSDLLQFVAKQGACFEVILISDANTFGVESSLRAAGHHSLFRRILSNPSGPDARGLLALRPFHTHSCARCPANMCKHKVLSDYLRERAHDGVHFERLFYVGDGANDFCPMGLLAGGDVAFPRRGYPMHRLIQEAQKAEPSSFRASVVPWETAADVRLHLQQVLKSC
CRFBP-R2 block = blocks CRF-induced signaling of the CRF-BP/CRF-R2 complex; HEK293 CRF-R2/CRF-BP, CRF-induced calcium fluorescence; inhibition, % at 11.8 µM; actives 0.59% (n = 350,000); AID 588475;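 active means inhibition of the ligand-induced calcium signal above about 50% at the single tested concentration, limit read from the data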
IDE inh = inhibitors of human insulin-degrading enzyme in cells; P14735; actives 0.41% (n = 320,000); HEK cells, FAbetaB cleavage, fluorescence polarization; inhibition, % at 5.59 µM;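 active means percent inhibition above the average of all tested compounds plus 3 SD, set per screening campaign, cut at about 16% in these data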;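 further: IDE supplied by intact live HEK cells; FP after avidin binding of uncleaved biotin substrate so inhibition keeps polarization high; 0% = DMSO wells and 100% = 60 µM reference IDE inhibitor Ii1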
MEKK3 PB1 HTS = raises or lowers MEK5 binding to the human MEKK3 PB1 domain; bead-based flow cytometry, Alexa488-MEK5 binding to MEKK3; actives lie on both sides; 0 = blocked by unlabeled MEK5, 100 = vehicle; binding response (% of control), % at 10 µM; actives 1.4% (n = 290,000);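 active means binding response more than 3 SD above or below the average of its plate-row segment, actives on both sides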;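 further: Alexa488 bead fluorescence after subtracting the streptavidin-only scavenger bead signal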
Target sequence (Q99759 whole entry, looked up, the tested form may be a part): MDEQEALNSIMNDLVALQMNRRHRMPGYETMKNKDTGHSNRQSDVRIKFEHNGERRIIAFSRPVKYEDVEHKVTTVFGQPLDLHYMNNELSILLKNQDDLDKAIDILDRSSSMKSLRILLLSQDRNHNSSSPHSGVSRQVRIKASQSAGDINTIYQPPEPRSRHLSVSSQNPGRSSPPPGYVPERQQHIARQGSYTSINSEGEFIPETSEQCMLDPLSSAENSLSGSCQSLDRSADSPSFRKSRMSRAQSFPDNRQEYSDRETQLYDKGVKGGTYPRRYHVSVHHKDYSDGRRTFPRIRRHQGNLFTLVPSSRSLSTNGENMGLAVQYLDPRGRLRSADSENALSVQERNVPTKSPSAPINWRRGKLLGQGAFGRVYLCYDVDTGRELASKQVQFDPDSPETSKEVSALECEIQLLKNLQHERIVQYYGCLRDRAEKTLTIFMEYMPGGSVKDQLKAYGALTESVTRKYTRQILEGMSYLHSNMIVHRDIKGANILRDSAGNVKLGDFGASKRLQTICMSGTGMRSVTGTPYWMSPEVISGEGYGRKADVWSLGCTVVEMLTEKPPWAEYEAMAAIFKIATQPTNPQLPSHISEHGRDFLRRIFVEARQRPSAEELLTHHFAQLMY
IDE cell activ = IDE (human) activation, cell-based | P14735 | HEK cells, FAbeta-B cleavage, fluorescence polarization; 0% vehicle, 100% cell-free pure enzyme wells | activation, % at 5.96 µM | actives 0.073% (n = 340,000);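 active means activation above the mean of all tested compounds plus 3 SD, set per screening campaign, cut at about 17% in these data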
* marks the source's active call; other numbers are inactive results; . = not tested or not shown; & = joins results of further samples. Rows are unselected (roughly 4.2% active in at least one column).

SMILES	CRFBP-R2 agonist	GalR3 antagonist	pCIP destab	CHRM4 PAM	PHOSPHO1 inh	CRFBP-R2 block	IDE inh	MEKK3 PB1 HTS	IDE cell activ
Cc1ccc(Cl)cc1NC(=S)N(CCN(C)C)Cc1cccs1	2.8	-6	-2	-2	-53	-6	-5	109	0
CCCOc1ccc(/C(O)=C2/C(=O)C(=O)N(CCN(C)C)C2c2ccc(OC)c(OC)c2)cc1 (centres undefined)	-1.6	-5	4	-8	14	-2	6	98&103	1
CCOc1ccc(S(=O)(=O)NCCC(=O)NCC(c2cccs2)N2CCOCC2)cc1 (centres undefined)	-1.0	-5	-7	-3	10	8	9	97	0
O=C(CN1C(=O)S/C(=C\C=C\c2ccccc2)C1=O)Nc1cccc(O)c1	-0.6	-4	-8	4	-2	-3	2	127	3
CC1Oc2ccccc2C=C1/C=C1/SC(N2CCOCC2)=NC1=O (centres undefined)	-1.8	-5	-6	-1	22	-2	5	109	6
O=C(OCC(=O)N1CCCC1)c1cc([N+](=O)[O-])ccc1Cl	-2.0	-7	-6	4	43	4	3	103	-1
Cc1cccc(OCC(=O)Nc2cc(S(=O)(=O)N3CCCCC3)ccc2N2CCN(C)CC2)c1	0.0	-3	-1	-21	36	-4	-5	103	-3
COc1cc(/C=C/C(=O)OCC(=O)NCCC2=CCCCC2)cc(OC)c1OC	-0.6	-6	.	-1	.	12	6	.	0
O=S(=O)(Cc1noc(-c2ccc(OC(F)(F)F)cc2)n1)c1ccc(F)cc1	-4.3	2	-12	-4	-40	-14	-1	89	.
CS(=O)(=O)Nc1ccc(C(=O)Nc2ccccc2C(=O)N2CCCC2)cc1	0.7	-6	-10	-1	25	4	-1	103	3
CC1CCN(c2ccc3nnc(CCC(=O)Nc4ccc(F)cc4)n3n2)CC1	0.8	-5	-6	-2	22	6	-3	101	5
Cc1ccc(N2CCC(N3CCN(C4CCCCC4)C(CCO)C3)CC2)cc1 (centres undefined)	0.4	-5	-2	-9	54	-6	5	103	3
O=C(Nc1ccc2nc(C3CC3)n(Cc3ccccc3)c(=O)c2c1)C1CC1	-3.7	-2	-4	-2	-6	-2	7	80	-2
CN(Cc1ccc2nsnc2c1)Cc1nc(Cc2cccc(F)c2)no1	-0.3	-3	-4	-9	27	-3	-5	102	5
O=C(CCNC(=O)C1CCN(S(=O)(=O)c2ccccc2)CC1)NCc1cccnc1	0.9	1	.	3	.	-10	.	.	.
CCOC(=O)c1cccc(NC(=O)CCS(=O)(=O)c2cccs2)c1	-1.1	-3	-6	-2	-12	1	-3	112	4
COc1cn(-c2ccccc2)nc1C(=O)Nc1ccc(C)cc1	-0.4	-4	-12	5	32	-4	3	102	-4
Cc1cccc(-c2c3c(=O)n(C)c(=O)n(C)c3c3nnc4ccccc4n23)c1	13	4	.	0	.	-19	.	.	5
Cc1cccc(NC(=O)c2ccc(NC(=O)c3ccccc3Br)cc2)c1	0.9	-1	3	0	47	-3	6	101	-1
CC(=O)Nc1ccc(NC(=O)C2CCN(C(=O)c3cccs3)CC2)cc1	-1.2	-3	-11	5	41	11	0	111	-2
CCNC(=O)CC1C(=O)N(c2ccc(F)cc2)C(=O)N1Cc1ccc(OC)cc1 (centres undefined)	1.4	-5	-5	3	31	-30	-2	104	5
O=C(NC1CCCCC1)c1cccc2c1C(=O)c1ccc(N3CCCC3)cc1S2(=O)=O	36	-1	.	2	.	-20	14	.	-6
O=C(NCc1ccccc1CN1CCCC1)c1ccc(S(=O)(=O)Nc2ccccc2)cc1	2.3	-5	.	-8	.	-41	.	.	.
CC1(C)CC(=O)C=C(NCCc2ccccc2)C1	-0.2	-11	4	-4	3	8	1	103	0
COCCn1c(=O)[nH]c(=O)c2c1nc(-c1ccc(-c3ccc(Cl)cc3[N+](=O)[O-])o1)n2Cc1ccccc1	-1.3	-5	-12	-7	3	11	6	101	0
Nc1cc(=O)[nH]c(SCC(=O)N2CCCC2)n1	1.2	-6	.	0	.	3	1	.	1
CCSc1nnc(C)c2ccccc12	-0.5	0	0	1	1	-5	-2	108	9
CCc1ccc(NC(=O)c2cc(-c3ccc4c(c3)OCO4)on2)cc1	1.4	-9	-2	0	32	0	-1	98	-1
c1ccc2sc(Cc3nnc4n3CCCCC4)nc2c1	-0.9	1	4	2	-13	13	6	101	-2
CCCCC(C(=O)NCCC(C)C)N(CCCN1CCOCC1)C(=O)c1snc(C(N)=O)c1N (centres undefined)	1.4	-2	-5	-1	-5	2	3	96	4
CCOC(=O)c1c(NC(=O)CSc2ncccn2)sc2c1CCN(Cc1ccccc1)C2	2.3	-6	-1	-11	-24	-27	.	97	4
CCOC(=O)C1=C(COC(=O)/C=C/c2cccc(Br)c2)NC(=O)NC1C (centres undefined)	-0.7	-6	.	1	.	-13	-3	.	1
CCCC(=O)C1=C(O)C(C(=O)OC)C(C)(C)CC1=Nc1ccc(OC)cc1 (centres undefined)	-1.3	-7	-8	-8	16	-2	1	89	2
N#Cc1nc(Cc2ccccc2)oc1NCCN1CCOCC1	0.0	-1	-17	-2	13	-11	-1	97	4
CC(C)OP(=O)(OC(C)C)C(O)c1ccc2c(c1)OCO2 (centres undefined)	0.7	-12	10	2	-8	-21	2	99	4
CCN(Cc1ccccc1)C(=O)c1oc2ccc(S(=O)(=O)N3CCOCC3)cc2c1C	0.8	-8	-1	-1	47	-1	1	103	1
Cc1cc(C(=O)NNC(=O)c2ccc(NC(=O)CC#N)cc2)c(C)o1	0.6	-4	.	2	.	-3	-2	.	2
O=C1CSC(c2ccc(Cl)cc2)N1c1cccnc1 (centres undefined)	-2.2	-5	-13	-28	45	6	8	100	-7
O=C(O)c1ccc2c(c1)C(=O)N(CCC1=CCCCC1)C2=O	0.7	-3	-6	11	6	14	3	99	-2
CC1(C)CC(CC(=O)O)(c2ccccc2)CCO1 (centres undefined)	-0.7	0	-6	18	10	-1	3	102	0
COC(=O)c1c(C)oc2ccc(NS(=O)(=O)c3cc(OC)ccc3OC)cc12	-0.4	-2	-23	1	37	0	5	92	1
Cc1nn(CC(=O)Nc2cccnc2)c(C)c1[N+](=O)[O-]	-3.3	-5	-4	3	37	6	1	88	1
O=C(COc1ccc2ccccc2c1)Nc1ccc(Br)cc1C(=O)O	-12	-1	-3	2	8	18	2	98	-4
COc1ccc(C(=O)OCCCc2cc3ccccc3c(=O)o2)cc1	0.4	-5	.	-4	.	12	-2	.	-1
CNC(=O)c1cc(S(=O)(=O)NCc2ccncc2)ccc1OC	11	-4	-11	-2	53	24	-5	102	4
Cc1ccccc1/C=N/NC(=O)c1ccc(-n2cnnn2)cc1	0.2	-1	.	5	.	0	-2	.	0
CCN(Cc1ccccc1)C(=O)CS(=O)(=O)c1ccccc1	-1.0	-6	-6	-1	-1	-13	9	88	-5
O=C(Nc1ccc2c(c1)OCCO2)c1ccccc1F	0.3	0	4	7	7	4	2	105	1
Cc1cccc(OCc2ccccc2)n1	-1.8	-1	.	3	.	12	.	.	0
O=C(O)C=Cc1c[nH]c2nccnc12	20	-3	.	5	.	11	.	.	.
More records follow.
SMILES	CRFBP-R2 agonist	GalR3 antagonist	pCIP destab	CHRM4 PAM	PHOSPHO1 inh	CRFBP-R2 block	IDE inh	MEKK3 PB1 HTS	IDE cell activ
COCCNC(=O)c1ccc(S(=O)(=O)c2ccc(Cl)cc2)c(NC(C)=O)c1	-0.6	-8	2	-3	29	-5	4	100	5
COc1ccc(NC(=O)CCN2CCOCC2)c(OC)c1	0.6	-2	-1	-5	53	-3	-3	99	1
CCOC(=O)CC(=O)CSc1nc2nc(C)cc(C)n2n1	0.0	-13	-10	6	-27	15	-1	104	1
COc1ccc(Cc2nnc(Nc3ccccc3OC)[nH]c2=O)cc1	-0.5	-3	6	5	-25	10	1	100	1
COc1cccc(COC(=O)c2ccc(S(=O)(=O)N3CCC(C)CC3)cc2)c1OC	3.3	-2	.	0	.	5	4	.	3
S=C(NCCNC(=S)Nc1ccccc1)Nc1ccccc1	0.0	-3	1	0	3	16	7	103	-1
O=C(Nc1cccc2c1CCCC2)C1CCCN(S(=O)(=O)c2cccc3nonc23)C1 (centres undefined)	0.5	7	-9	11	12	-5	3	100	2
NC(=O)CC[C@H](NC(=O)c1ccc(F)cc1)C(=O)N1CCN(Cc2ccc3c(c2)OCO3)CC1	0.6	-6	.	2	.	2	2	.	4
Cc1cccc2c(C(=O)Nc3ccc(Br)cc3)cc(-c3ccccn3)nc12	7.3	3	-3	7	25	-15	-5	81	4
CC(C)n1cnnc1SCC(=O)Nc1ccc(Br)cc1F	-0.3	-1	-8	13	28	-11	-4	112	-4
COCCNC(=O)c1ccc(C(=O)C(=O)c2ccccc2)cc1	0.4	-2	3	4	2	9	-2	112	3
COc1ccc(Nc2nnc(SCC3CCCO3)s2)cc1 (centres undefined)	1.0	2	15	1	28	-4	-6	103	3
O=C(C1CC(c2ccc(F)cc2)=NO1)N1CCCc2ccccc21 (centres undefined)	-0.5	-4	-7	-4	-11	-1	-2	101	2
Cc1ccc2c(c1)C(c1ccccc1)N(C(=O)c1ccc(S(=O)(=O)N3CCOCC3)cc1)CC(=O)N2 (centres undefined)	0.1	-11	-19	11	-13	-1	1	96	-1
CCC(C(=O)Nc1ccc(S(=O)(=O)N(C)C2CCN(C)CC2)cc1)c1ccccc1 (centres undefined)	8.0	-8	.	3	.	-22	-4	.	5
Cc1ccc(-n2cc(C(C)(C)C)[nH]c2=S)cc1	-3.9	-1	2	-6	93*	-7	3	98	1
CCN(CC)S(=O)(=O)c1cccc(C(=O)Nc2ccc(C#N)cc2)c1	-0.1	-4	-17	-14	22	-7	2	99	4
COc1ccc(Cl)cc1C(=O)Nc1cccc(-c2ccc3nncn3n2)c1	-2.6	2	6	2	56	-3	17*	84	-6
Cc1[nH]c(C)c(S(=O)(=O)N2CCN(c3cccc(C(F)(F)F)c3)CC2)c1C(=O)N1CCCCC1	-1.1	0	2	-6	43	-15	3	102	1
Cc1nc2sc(C(c3ccccc3)N3CCN(CCO)CC3)c(O)n2n1 (centres undefined)	5.3	.	-11	-6	13	13	-1	98	2
CCCCNc1ncnc2c1cnn2Cc1ccc(Cl)cc1	-6.0	-9	-5	-9	22	-23	4	105	-1
CCC(=O)Nc1ccc(C(=O)CSc2nc3ccc(C)cc3[nH]2)cc1	1.1	-9	8	11	-6	-15	0	91	2
O=C(CSc1nnc(Nc2ccccc2F)s1)NCc1ccco1	1.0	-4	-10	7	87*	-24	.	103	2
O=C(CCNC(=O)C1CCN(S(=O)(=O)c2ccccc2)CC1)NC1CC1	0.2	0	4	-2	7	-3	3	103	3
O=C(NCCCn1ccnc1)C1CC(c2ccccc2Cl)=NO1 (centres undefined)	0.8	-1	-4	1	45	6	-5	99	2

Single records, as listed above:
Record of `O=C(NCCCn1ccnc1)C1CC(c2ccccc2Cl)=NO1` (centres undefined) → CRFBP-R2 agonist: 0.8; GalR3 antagonist: -1; pCIP destab: -4; CHRM4 PAM: 1; PHOSPHO1 inh: 45; CRFBP-R2 block: 6; IDE inh: -5; MEKK3 PB1 HTS: 99; IDE cell activ: 2
Record of `O=C(CCNC(=O)C1CCN(S(=O)(=O)c2ccccc2)CC1)NC1CC1` → CRFBP-R2 agonist: 0.2; GalR3 antagonist: 0; pCIP destab: 4; CHRM4 PAM: -2; PHOSPHO1 inh: 7; CRFBP-R2 block: -3; IDE inh: 3; MEKK3 PB1 HTS: 103; IDE cell activ: 3
